AGP1 TOR yeast: modulators of TOR pathway AGP1-GFP in S. cerevisiae. S. cerevisiae AGP1-GFP multiplex flow cytometry, 3 h; GFP as percent of DMSO wells. GFP response vs DMSO, % at 10 µM. 320,000 tested, 0.02% active;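 active = GFP response relative to DMSO above a set limit, near screen average plus 3 SD, cut at about 150% in these data; inconclusive = fewer than 70 cells counted for the yeast strain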;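 also: median GFP channel fluorescence of the gated AGP1 strain per well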
CIT2 TOR yeast: yeast TOR pathway CIT2-GFP modulation; S. cerevisiae CIT2-GFP strain, flow cytometry, 3 h; 100 means same as DMSO wells; GFP response vs DMSO, % at 10 µM; 320,000 tested, 0.065% active; AID 2029;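 active = GFP response relative to DMSO above a set limit, near the screen mean plus 3 SD, cut at about 150% in these data; inconclusive = Fewer than 70 cells measured for a yeast strain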;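 also: ratio of well median GFP fluorescence to mean of DMSO wells on the plate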
LAP4-GFP MLPCN: yeast TOR pathway LAP4-GFP modulation | S. cerevisiae LAP4-GFP multiplex, flow cytometry GFP, 3 h; median GFP as percent of DMSO wells | GFP response vs DMSO, % at 10 µM | 320,000 tested, 0.34% active;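 active = GFP response vs DMSO above a set limit, about the screen mean plus 3 SD, cut at about 150% in these data; inconclusive = under 70 cell events counted for the yeast strain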
VLA-4 inh: inhibition in a human VLA-4 binding assay; P13612; VLA-4 expressing cells, ligand binding flow cytometry; inhibition, % (about 7 µM as worked out from the volumes in the protocol); 330,000 tested, 0.2% active; AID 2557; in the data active = inhibition above about 50%
Target sequence (P13612 whole entry, looked up): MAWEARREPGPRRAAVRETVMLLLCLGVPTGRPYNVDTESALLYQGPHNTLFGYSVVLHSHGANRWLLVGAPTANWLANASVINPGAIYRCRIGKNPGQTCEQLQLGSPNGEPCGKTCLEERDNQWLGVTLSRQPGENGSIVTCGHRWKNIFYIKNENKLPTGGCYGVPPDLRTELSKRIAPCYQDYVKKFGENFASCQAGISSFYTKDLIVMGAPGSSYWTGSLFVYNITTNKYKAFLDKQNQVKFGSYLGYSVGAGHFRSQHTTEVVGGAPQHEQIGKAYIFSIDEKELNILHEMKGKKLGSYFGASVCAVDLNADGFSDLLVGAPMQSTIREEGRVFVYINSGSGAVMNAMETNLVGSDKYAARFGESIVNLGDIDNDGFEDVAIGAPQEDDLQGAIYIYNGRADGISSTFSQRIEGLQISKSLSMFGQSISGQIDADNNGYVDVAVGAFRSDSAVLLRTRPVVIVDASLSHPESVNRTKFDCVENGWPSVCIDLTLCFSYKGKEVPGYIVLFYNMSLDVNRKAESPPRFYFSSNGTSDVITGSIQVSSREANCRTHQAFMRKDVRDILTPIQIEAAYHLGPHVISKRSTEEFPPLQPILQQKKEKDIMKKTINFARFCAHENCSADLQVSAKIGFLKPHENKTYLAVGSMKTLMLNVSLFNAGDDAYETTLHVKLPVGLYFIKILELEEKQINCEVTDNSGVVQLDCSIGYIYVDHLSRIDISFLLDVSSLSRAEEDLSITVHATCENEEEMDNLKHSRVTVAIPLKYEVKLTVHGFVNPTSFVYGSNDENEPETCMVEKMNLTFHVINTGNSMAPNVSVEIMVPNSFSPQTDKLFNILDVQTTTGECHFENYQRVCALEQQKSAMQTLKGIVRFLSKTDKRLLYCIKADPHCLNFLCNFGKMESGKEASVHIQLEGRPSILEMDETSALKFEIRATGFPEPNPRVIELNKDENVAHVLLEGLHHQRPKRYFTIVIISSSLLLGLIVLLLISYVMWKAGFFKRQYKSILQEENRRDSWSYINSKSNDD
Yeast superoxide: yeast age-related superoxide inhibition as caloric restriction mimetic | S. cerevisiae aged cells, superoxide DHE fluorescence; active compounds read low | superoxide response (% of plate mean), % at 10 µM | 330,000 tested, 0.18% active;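 active = superoxide response under a set limit, about three screen SD below normal, cut at about 65% in these data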;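 also: yeast aged for seven days with compound at 30 °C before DHE staining; 100% = average MFI of all compound-treated wells on the plate with controls excluded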
RPL19A-GFP yeast: alters RPL19A-GFP fluorescence in TOR pathway yeast screen. S. cerevisiae RPL19A-GFP strain, flow cytometry, 3 h; active compounds read low. percent response vs DMSO, % at 10 µM. 330,000 tested, 0.3% active;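 active = percent response vs DMSO below 50%; inconclusive = fewer than 70 events counted for the yeast strain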;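 also: median channel GFP fluorescence of the barcoded RPL19A-GFP strain; ratio of sample median GFP to plate DMSO average so 100% = DMSO; lower means less RPL19A-GFP as with rapamycin TOR inhibition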
MEP2 TOR yeast: modulators of TOR pathway MEP2-GFP in S. cerevisiae. 330,000 tested, 0.51% active. S. cerevisiae MEP2-GFP strain, flow cytometry GFP, 3 h; 100% = DMSO control level. AID 2016. GFP response vs DMSO, % at 10 µM;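 active = GFP response versus DMSO above a set limit, roughly screen mean plus 3 SD, cut at about 180% in these data; inconclusive = fewer than 70 cells counted for a yeast strain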;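 also: median GFP fluorescence of the barcode-gated MEP2-GFP cells per well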
GRK2 aptamer HTS: inhibitors of human GRK2 displacing RNA aptamer | inhibition of aptamer binding, % at 10 µM | 330,000 tested, 0.59% active | bead flow cytometry, FAM-aptamer displacement from GRK2 | AID 488847;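 active = inhibition of aptamer binding above 40%, roughly 3 SD of noise, on plates passing a quality check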;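 also: median bead fluorescence of bound FAM aptamer so fluorescent compounds give negative values; no value below 0 was filed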
* marks the source's active call; other numbers are inactive results; u = inconclusive; x = no result given; [ ] = another dose, or the depositor's remark.

Structure,Yeast superoxide,RPL19A-GFP yeast,CIT2 TOR yeast,GRK2 aptamer HTS,AGP1 TOR yeast,VLA-4 inh,MEP2 TOR yeast,LAP4-GFP MLPCN
CCc1cc(C(=O)NNC(=S)NC2CCCCC2)cs1,91,93,82,0,98,-14,94,106
CC1(OC(=O)c2ccc(Cl)nc2)C(=O)C=C2C=C(C3CC3)OC=C2C1=O (stereo not drawn),97,92,66,0,77,12,90,120
CC(C)C(C)NC(=O)COc1ccc(Sc2ccc(OCC(=O)NC(C)C(C)C)cc2)cc1 (stereo not drawn),94,115,117,1,106,11,109,100
Cc1ccc(C(c2sc3ncnn3c2O)N2CC(C)CC(C)C2)cc1 (stereo not drawn),81,98,102,4,99,4,105,104
CCC(=O)c1ccc(N2CCN(C(=O)c3ccccc3F)CC2)c(F)c1,92,99,106,2,95,-1,95,104
CCN(CC)S(=O)(=O)c1ccc(Cl)c(NC(=O)COc2ccc(OC)cc2)c1,96,110,100,2,109,-14,108,100
Cc1ccc(S(=O)(=O)N(C)C)cc1NC(=S)NC1CCCC(C)C1C (stereo not drawn),85,101,96,0,95,-6,105,96
Cc1nn(-c2ccccc2)c(N)c1Sc1ccccc1[N+](=O)[O-],107,91,81,2,96,25,97,95
O=C(COC(=O)CCC(=O)c1ccc(F)cc1)Nc1ccc(Cl)cn1,103,97,88,0,102,12,99,101
Cc1ccc(O)c(NC(=O)CCC2CCCCC2)c1,105,99,96,0,95,17,101,98
NC(=S)N/N=C/c1cn(CCC(=O)O)nc1-c1cccc(Br)c1,110,106,102,2,101,-3,103,95
CCOC(=O)N1CCC(N2Cc3cccc(C(=O)N4CCN(C5CCCCC5)CC4)c3C2=O)CC1,95,99,93,2,99,7,98,93
O=C(Nc1ncc(Cc2cccc(C(F)(F)F)c2)s1)c1ccc(-c2cccc([N+](=O)[O-])c2)o1,100,104,112,6,107,18,110,95
Cc1ccc(SCC(=O)O/N=C(\N)c2ccncc2)cc1,105,98,96,3,95,-1,102,111
CC(=O)c1ccc(S(=O)(=O)Nc2ccc(S(=O)(=O)N3CCCCC3)cc2)cc1,100,95,90,0,98,23,92,96
O=C(NCc1cccc(C(F)(F)F)c1)C1CC(c2ccc(C(F)(F)F)cc2)=NO1 (stereo not drawn),101,96,94,0,96,36,98,89
CCOC(=O)c1nn(-c2ccccc2)c(C(=O)OCC)c1N,97,102,101,1,109,0,107,107
O=C(CSc1nc2ccccc2c(=O)n1Cc1ccc(Cl)cc1)NCc1cccs1,124,110,107,0,108,9,107,94
CC(Oc1ccc(Cl)cc1Cl)c1nc(-c2ccccn2)no1 (stereo not drawn),90,93,88,0,89,0,90,119
COc1ccc(NC(=O)CSc2nccn2C)cc1S(N)(=O)=O,97,104,106,0,105,14,106,104
COc1ccc2c(c1)Cc1sc(NC(=O)c3ccccc3)nc1-2,92,98,98,0,95,6,103,102
COc1ccc(OCc2cc(C(=O)N3CCOCC3)no2)c(Cl)c1,114,103,94,0,102,9,100,90
COc1ccc2c(c1)c(=O)oc1c(C)c(OCc3ccc(C(=O)O)cc3)ccc12,126,98,105,0,103,-3,105,99
COC(=O)c1ccccc1OCC(=O)N1CCN(c2ccc(F)cc2)CC1,88,101,101,4,105,-14,96,108
CCOC(=O)c1c(NC(=O)COC(=O)c2ccccc2NC)sc(C(=O)N(C)C)c1C,99,100,99,4,98,2,102,96
Cc1ccc(S(=O)(=O)C(C)C(=O)c2ccc3c(c2)OCCO3)cc1 (stereo not drawn),98,98,102,1,97,-8,99,99
CCCNC(=O)C(Cc1ccccc1)NS(=O)(=O)c1ccc2c(c1)CCC(=O)N2 (stereo not drawn),106,99,99,1,103,30,105,100
Cc1cc(C)c2c(c1)c(C)cc1nnc(SCC(=O)NCc3ccco3)n12,97,113,110,6,120,0,114,121
CNc1nc2c(C)cccn2c(=O)c1C=NCc1ccccc1,101,93,93,0,94,8,100,94
COC(=O)CNc1nc(OC)nc(N(C)C)n1,92,113,108,0,x,8,103,110
O=C1CN(Cc2nc3cc(Cl)ccc3c(=O)[nH]2)CCN1,90,98,107,4,107,-2,108,105
COCCCN(C(=O)CCOc1ccccc1C)c1c(N)n(Cc2ccccc2)c(=O)[nH]c1=O,96,92,88,2,94,5,97,99
O=C(Nc1nc2ccccc2[nH]1)c1cc(F)cc(F)c1,94,100,95,2,94,4,102,94
CCC(=O)N1CCc2cc(Br)cc(S(=O)(=O)NCc3ccccc3OC)c21,96,110,114,9,111,-7,99,103
O=C(NCc1cccc(C(F)(F)F)c1)C1CC(c2c(Cl)cccc2Cl)=NO1 (stereo not drawn),89,105,103,0,94,-2,88,103
Cc1c(C(=O)NCc2cccs2)oc2ccc(S(=O)(=O)N3CCOCC3)cc12,100,99,106,0,100,-4,103,100
COc1ccc(C2CC(c3cccs3)=NN2C(=O)CCC(=O)O)cc1OC (stereo not drawn),97,99,101,0,100,-2,99,95
COc1ccc(OCC(=O)O/N=C(\N)c2ccc(OC)c(OC)c2)cc1,97,97,92,0,91,11,103,98
C[C@H](NC(=O)c1nc[nH]c1C(=O)NCc1ccccc1)c1ccccc1,104,95,106,4,104,19,99,101
CN1C2C=C3C(C#N)=C(N)C(C#N)(C#N)[C@H](c4c(F)cccc4F)[C@H]3C1CC2 (stereo partly drawn),118,92,91,1,92,-13,87,84
COc1ccc(CC(=O)Nc2ccc(-c3noc(-c4ccc(Cl)cc4)n3)cc2)cc1,142,102,98,0,106,10,100,102
CC1CCN(C(=O)COC(=O)CSc2ccc(C(N)=O)cc2[N+](=O)[O-])CC1,112,97,115,0,108,11,96,109
Cn1cc(CC(=O)NCCN2CCOCC2)c2ccccc21,101,106,104,0,99,-4,106,90
O=C(CNC(=O)c1ccc(Cl)cc1)OCCCOC(=O)CNC(=O)c1ccc(Cl)cc1,110,100,98,0,100,6,97,100
CC1=C/C(=C(\c2cc(C)c(O)c(Br)c2)c2ccccc2S(=O)(=O)O)C=C(Br)C1=O,103,86,106,2,120,-2,126,125
COc1ccc(NC(=O)c2cc(-c3ccccn3)nc3ccccc23)cc1S(=O)(=O)N(C)C,168,95[may fluoresce violet],u,3,28[may fluoresce violet],9,123[may fluoresce violet],94[may fluoresce violet]
Cn1ccnc1SCC(=O)c1ccc(F)cc1,95,96,93,0,99,5,100,100
Nc1cccc2nc3ccccc3cc12,117,14*[may fluoresce violet],u,0,u,-4,u,u
Cc1nn(-c2ccccc2)c2nc(-c3ccccc3)cc(C(=O)N3CCOCC3)c12,99,101,109,0,98,16,99,111
CSc1ccccc1C(=O)NC1CC2CCC1C2 (stereo not drawn),105,106,108,0,100,2,103,101

(next part)
Structure,Yeast superoxide,RPL19A-GFP yeast,CIT2 TOR yeast,GRK2 aptamer HTS,AGP1 TOR yeast,VLA-4 inh,MEP2 TOR yeast,LAP4-GFP MLPCN
Cc1ccc(CC(=O)NCC(c2ccco2)N(C)C)cc1C (stereo not drawn),100,104,102,0,108,10,108,107
COc1cccc(N2CC(C(=O)Nc3c(C(N)=O)oc4ccccc34)CC2=O)c1 (stereo not drawn),95,99,103,1,107,-2,97,110
CCc1ccc(NC(=S)NC2CC3CCCC(C2)N3Cc2ccccc2)cc1 (stereo not drawn),82,100,102,0,103,13,103,100
COc1cc(CNCCN2CCOCC2)ccc1OCc1c(Cl)cccc1Cl,106,94,93,0,102,6,96,91
CCOc1ccc(/C(O)=C2/C(=O)C(=O)N(c3ccccn3)C2c2ccc(C)cc2)c(C)c1 (stereo not drawn),88,96,81,0,85,2,79,101
CCCNC(=O)c1c(N)n(-c2cccc(OC)c2)c2nc3ccccc3nc12,94,96,83,0,96,-16,99,98
Cc1ccccc1N1CCN(C(=O)c2ccc(Oc3ccc(C(F)(F)F)cn3)cc2)CC1,86,101,104,0,107,5,106,105
Cc1ccc(-c2nnn(CC(=O)N(CC(=O)NC3CCCC3)c3cccc(F)c3)n2)o1,100,94,93,0,95,-8,97,93
C=CCC1(CC=C)CCCN1C(=O)c1cc(COc2cccc(C(F)(F)F)c2)on1,104,103,106,1,85,-26,95,65
CCN(Cc1ccccc1)C(=O)c1ccc(CNS(=O)(=O)c2ccc(C)cc2)cc1,85,103,94,1,99,2,68,92
COc1ccc(NS(=O)(=O)c2ccc(C)c(C(=O)O)c2)cc1,98,99,100,1,99,10,102,94
COCCN(CCOC)C(=O)c1cc2c(=O)n3ccccc3nc2s1,112,93,108,0,54,6,110,93
CCS(=O)(=O)N1N=C(c2cccc(NS(C)(=O)=O)c2)CC1c1cccs1 (stereo not drawn),93,102,104,7,106,-14,106,103
COc1ccc(CC(=O)c2ccc(O)cc2O)cc1OC,103,100,97,2,105,7,92,100
COC(=O)c1c(NC(=O)Cc2cccs2)sc(C(=O)N2CCCCC2)c1C,93,97,99,0,95,29,95,98
CC(C)C[C@H]1COCCS(=O)(=O)N1Cc1ccccc1F,88,105,101,0,93,-8,95,137
COC(=O)/C=C1\SC(=NC(=O)c2cccc([N+](=O)[O-])c2)NC1=O,106,103,103,1,103,7,99,94
CCCCn1c(SCC(=O)N2CCCC2)nnc1-c1ccccc1,98,98,111,2,103,11,106,96
Cc1ccc(C(=O)ONc2ccc(N=NC(=O)c3ccccc3O)cc2)cc1,128,100,x,0,99,2,95,98
CC(=O)Oc1ccc2c(=O)c(Oc3ccccc3[N+](=O)[O-])coc2c1,110,106,98,4,94,21,98,93
CSc1nc2ccccc2n1CC(=O)Nc1cc(C(F)(F)F)ccc1N1CCOCC1,92,102,109,1,104,17,110,106
COc1cc(OC)cc(N2C(=O)CC(N3CCC(C(=O)N4CCCCC4)CC3)C2=O)c1 (stereo not drawn),110,123,99,29,83,-7,104,59
COC(=O)Nc1nnc(-c2ccncc2)s1,101,99,96,0,97,5,102,110
COc1cccc(CC(=O)OCC(=O)NCCc2ccc(F)cc2)c1,88,92,80,1,96,4,99,95
COCCNC(=O)c1ccc(N2CC3CC(C2)c2cccc(=O)n2C3)c(NC(=O)c2c(F)cccc2F)c1 (stereo not drawn),78,90,97,3,90,-6,95,84
N/C(=N\OC(=O)CCC1CCCCC1)c1cccnc1,102,85,91,0,82,3,94,86
O=C(CNC(=O)c1ccccc1)c1ccccc1,97,103,100,0,106,10,106,107
COc1ccc2oc(=O)c(NC(=O)C3CCCCC3)cc2c1,75,103,101,5,x,0,105,100
COc1ccc2cc(C(=O)C3CCCN(Cc4cccc(C)n4)C3)ccc2c1 (stereo not drawn),110,98,97,0,101,0,98,102
CC(=O)c1cccc(NC(=O)CCc2nc3sc4c(c3c(=O)[nH]2)CCCC4)c1,95,103,105,0,109,-3,109,106
COc1ccccc1C(CNC(=O)COc1ccccc1C)N1CCCC1 (stereo not drawn),101,96,92,0,102,2,93,105
CCc1ccc(/C=N/NC(=O)c2cc(C3CC3)nc3ccccc23)s1,97,106,101,3,117,5,98,111

Screening results (PubChem BioAssay)
